Source: PubChem (National Center for Advancing Translational Sciences (NCATS))
S3 lipid droplet – qHTS Assay for Lipid Storage Modulators in Drosophila S3 Cells; lipid storage change, negative = inhibition, % at the top dose, mostly 46.1 µM; hits show Potency in µM; Drosophila S3 cells, BODIPY lipid droplet fluorescence, 18-24 h; cells fed with added oleic acid; AID 2685; hit rate 0.64% among 320,000; active = well fitted inhibition curve with a large enough effect in the signal ratio, with a control signal flat, not every such curve was filed as active; inconclusive = small, poorly fitted or top-dose-only effect, or effect the other way, or a change in a side signal; the % refers to the signal ratio
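Laser-scanning cytometry quantifies lipid droplet accumulation (500–530 nm total intensity; droplet/cell object ratio) in oleic acid-fed (400 uM added) Drosophila S3 cells treated with a concentration series. 20 uM Triacsin C defined 100% inhibition.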
S3 lipid droplet cell count max – also measured in S3 lipid droplet; calls as there; cell number change, %; measured here: cell count max response;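 cells counted by Cell Tracker Red CMTPX staining in the red channel; peak over a dose series mostly up to 46.1 µM; percent activity relative to internal control wells on each plate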
Starred values were filed as active, the others as inactive; i = inactive; u = inconclusive; x = no result given; [ ] = dose if it differs, or a comment. % is set by controls: 0 for no effect and ±100 for the full control effect; potency is the fitted concentration of half-maximal effect. These rows are one share of the data (hit frequency here may not be typical).

SMILES | S3 lipid droplet | S3 lipid droplet cell count max
CCOc1ccc(NC(=O)N2CCC(n3c(=O)[nH]c4ccccc43)CC2)cc1 | u | x
Cc1nc2ccc(S(=O)(=O)Nc3cccc(-c4nc5cccnc5s4)c3C)cc2s1 | u | x
Cc1ccc(S(=O)(=O)CCc2ccccn2)cc1 | -17% | -10
Cc1cc(C(F)F)n2ncc(C(=O)N3CCc4ccccc4C3)c2n1 | u | x
CCOc1c(S(=O)(=O)N2CCCC2)ccc(Cl)c1Cl | i | 6
COc1ccc(OC)c(NC(=O)CCNC(=O)Cn2cnc3ccccc3c2=O)c1 | 2% | 1
CC1CCCC(C)N1NC(=O)c1cccc(S(=O)(=O)N2CCc3ccccc32)c1 (stereo unspecified) | u | x
COc1cccc(-c2nnc(SCCC(=O)O)n2C)c1 | u | x
Nc1nc(-c2ccc(Oc3ccccc3)cc2)cs1 | u | x
CNCCCOc1cc(C)cc(C)c1C | -2% | -6
CN(C)S(=O)(=O)c1c(Cl)cccc1Cl | u | x
COC(=O)CCCCCN1C(=O)NC(c2ccc(-c3ccccc3)cc2)C(C(=O)OCc2ccccc2)=C1C (stereo unspecified) | u | x
Cc1ccc(-c2c(C(=O)N/N=C/c3sccc3C)nnn2-c2nonc2N)cc1 | u | x
Cc1cc(N2CCN(S(=O)(=O)c3ccc(Br)cc3)CC2)n2ncnc2n1 | -11% | 2
CCCCOP(=O)(OCCCC)C1(NS(=O)(=O)c2ccccc2)C=CC(=O)c2ccccc21 (stereo unspecified) | u | x
COc1ccc(N(CCCN2C(=O)c3cccc4cccc(c34)C2=O)C(=O)c2cccnc2)cc1 | u | x
Cc1nnc(SCCn2c(N3CCCC(C)C3)nc3c2c(=O)[nH]c(=O)n3C)s1 (stereo unspecified) | u | x
COc1cc(CNC(=O)CCCC/C=C\C(C)C)ccc1O | 9% | 10
OCCOCCOc1ccc(-c2nn[nH]n2)cc1 | u | x
CCC(OC(=O)c1cc2sccc2n1C)C(=O)NCc1ccco1 (stereo unspecified) | 12% | 1
O=C1CCc2cc(S(=O)(=O)NCCc3ccccc3)cc3c2N1CC3 | i[0.0737 µM] | 16
COc1cccc(-c2noc(CCCC(=O)Nc3ccc(C(N)=O)cc3)n2)c1 | 5% | 11
CCCCN1C(=O)C(=O)N(CC(=O)c2cc(C)n(C3CC3)c2C)C1=O | u | x
O=C(CSc1nccn1-c1ccccc1)N1CCc2ccccc21 | u | x
O=C1C2=C(CCCC2)C(=O)N1CNc1ccccc1 | u | x
Cc1ccc2c(c1)C(=O)CC(c1ccc3c(c1)OCCO3)O2 (stereo unspecified) | u | x
CCOC(=O)c1c(/N=C/c2cccc([N+](=O)[O-])c2O)sc(C)c1C | u | x
CCCCOc1ccc(CN2CCCCC2)cc1 | -10% | -13
COCCn1c(SCC(=O)N2CCCc3ccccc32)nc2c(c1=O)SC(C)C2 (stereo unspecified) | i | x
O=c1[nH]c(/C=C\c2ccc(O)c(Cl)c2)nc(O)c1[N+](=O)[O-] | -21% | -15
COc1ccc(-n2nc(C(=O)NCC(=O)N3CCN(Cc4ccccc4)CC3)c3ccccc3c2=O)cc1 | 0.65µM* | 5.4*
C/C(=N/NC(=O)Cn1nc2ccccc2n1)c1ccc(F)cc1 | 16% | 18
Cc1ccc(S(=O)(=O)N2CCC(c3nc4c(nnn4Cc4ccccc4)c(=O)[nH]3)CC2)cc1 | -19% | -7
O=C(NCC(c1ccc(F)cc1)N1CCOCC1)c1nn(-c2ccccc2)c(=O)c2ccccc12 (stereo unspecified) | u | x
CCCOC(=O)c1c(N)sc2c1CCC2 | u | x
COc1cccc(-c2nnc(SCC(=O)N3CC(C)CC(C)C3)o2)c1 (stereo unspecified) | -2% | 16
O=C(Nc1nn[nH]n1)c1cc(-c2ccc(Cl)c(Cl)c2Cl)nc2ccccc12 | u | x
Nc1ccc(CN2CCOCC2)cc1 | -1% | 11
Cn1c(SCC(=O)N/N=C/c2ccc(O)c(O)c2)nc2ccccc21 | 24% | x
CSc1ccc(/C=N/NC(=O)c2ccc(-n3cnnn3)cc2)cc1 | u | x
O=S(=O)(Cc1ccccc1)N1CCC(c2nc(-c3cccs3)no2)CC1 | i | 13
N#C/C(=N\Nc1ccc(S(=O)(=O)N2CCCCC2)cc1)C(N)=S | u | x
COCCCNC(=O)C1Cc2cc(S(=O)(=O)N3CCCC3)ccc2N1C(C)=O (stereo unspecified) | i | -13
NNC(=S)NC1CCCCCCCCCCC1 | 1% | -21
CCOC(=O)N1CCN(Cc2nc3cc(NC(=O)C(C)C)ccc3n2C)CC1 | u | x
COc1cccc(CNC(=O)c2nnn(-c3ccc(OC(F)(F)F)cc3)c2N)c1 | u | x
COc1ccc(N2CCN(C(=O)c3ccc(C)c(NC(=O)c4ccco4)c3)CC2)cc1 | u | x
COC(=O)C(C(=O)NCC1CCCO1)C1CCCCCC1 (stereo unspecified) | -6% | -4
COc1cccc(-c2cnc(OC(C)(C)C)nc2OC(C)(C)C)c1 | u | x
O=C(Cc1cn2ccsc2n1)OCc1nc2ccccc2s1 | 5% | 7
COc1ccccc1OCC(=O)NCCSCc1cccc(Cl)c1 | u | x
Cc1ccc(NC(=O)c2cc(N3C(=O)C4CCCCC4C3=O)ccc2N2CCOCC2)cc1 (stereo unspecified) | i | 4
COc1ccc(NC(=O)COC(=O)c2n[nH]c3ccccc23)c(OC)c1 | u | x
COc1ccc(C2CCCN2C(=S)Nc2cccc(C)c2)cc1OC (stereo unspecified) | -12% | -40
O=c1c(CN2CCN(Cc3ccccc3F)C(CCO)C2)coc2ccccc12 (stereo unspecified) | u | x
NS(=O)(=O)c1ccc(NC(=O)c2ccc3c(c2)CCCC3)cc1 | u | x
N=c1c2c(-c3ccccc3)c(-c3ccccc3)oc2ncn1CCCN1CCOCC1 | u | x
CC(=O)Nc1ccc(C23CC4CC(CC(C4)C2)C3)cc1 | u | x
COCCn1c(=O)[nH]c2cc(C(=O)N3CCN(c4ccccc4)CC3)ccc2c1=O | u | x
CS(=O)(=O)N(CC(=O)NCCSCc1ccco1)c1ccc2c(c1)OCO2 | u | x
The results go on:
SMILES | S3 lipid droplet | S3 lipid droplet cell count max
CC1CCCC(C)N1C(=O)CSCc1ccc(Cl)cc1 (stereo unspecified) | u | x
O=c1c(-c2ccc(F)cc2)coc2c3c(ccc12)OCCO3 | i | 9
CCOC(=O)Oc1ccc2c(=O)c(Oc3cc(C)cc(C)c3)coc2c1 | u | x
N#CCC(=N)N1CCN(c2ccccc2)CC1 | u | x
Cc1ccc(C(=O)N2CCc3cc4c(cc3C2C)OCCCO4)cc1 (stereo unspecified) | i | -3
O=c1c2c3c(sc2ncn1/N=C/c1ccccc1)CCCC3 | 9% | -2
Cc1cc(C(=O)NCC(=O)Nc2c(C)cccc2C)c2ccccc2n1 | u | x
COc1ccc(C)cc1-n1nnnc1SCn1nnc2ccccc2c1=O | i | 2
Cc1cccc(N2CC(C(=O)Nc3nnc(SCc4ccccn4)s3)CC2=O)c1 (stereo unspecified) | u | x
COc1ccc(Nc2nc(N3CCCCC3)nc3ccccc23)c(OC)c1 | u | x
CN(CCCC(=O)NC1CC(C)(C)NC(C)(C)C1)S(=O)(=O)c1ccc([N+](=O)[O-])cc1 | u | x
COc1ccc2c(c1)C(=NNc1ccc(C(=O)O)cc1)c1cc(OC)ccc1-2 | u | x
COC(=O)c1sccc1NC(=O)c1ccnn1C | -3% | -14
Cc1cccc(C(=O)Nc2nsc(N)n2)c1 | u | x
Cc1cc(C)nc(NS(=O)(=O)c2ccc(NC(=O)c3cccc(N4C(=O)CCC4=O)c3)cc2)n1 | u | x
CC(C)(C)NCCOCCOc1ccc(Cl)cc1C(C)(C)C | u | x
COc1ccc2cc(CN(CCc3ccccc3)Cc3nnnn3CC3CCCO3)c(=O)[nH]c2c1 (stereo unspecified) | u | x
COc1ccc(NC(=O)OCCn2c([N+](=O)[O-])cnc2C)cc1 | 13% | 6
Cc1nc2c(C)cccc2cc1C(=O)N/N=C/c1cccc([N+](=O)[O-])c1 | 2% | x
CC1=NN(c2ccccc2C(=O)O)C(=O)C1N=Nc1ccccc1 (stereo unspecified) | u | x
Cc1cccc(C)c1NC(=O)N1C2CCCC1CC(NC(=O)C(C)(C)C)C2 (stereo unspecified) | u | x
Cc1ccccc1SCC(=O)Nc1cccc(C#N)c1 | u | x
Cc1ccc(NC(=O)c2cnn(-c3ccccc3)c2C)cc1C | 21% | 4
COc1ccc(/C=C(\NC(=O)c2ccc([N+](=O)[O-])cc2)C(=O)NCCCN2CCOCC2)cc1 | i | 24
Cc1ccc(C)c(S(=O)(=O)NNC(=O)Nc2ccccc2Cl)c1 | u | x
Cc1ccc(N(C(=O)c2cc3ccccc3oc2=O)C2C=CS(=O)(=O)C2)cc1 (stereo unspecified) | -5% | 1
Cc1ccc(-c2csc3ncnc(SCC(=O)NCC4CCCO4)c23)cc1 (stereo unspecified) | u | x
S=c1nc(-c2ccccc2)n(Cc2ccco2)c2c1CCCC2 | u | x
COC(=O)c1ccc(C23CC4(C2)[C@H](CN(Cc2cccnc2)[C@@H]4c2ccccc2)C3c2ccccc2)cc1 (stereo partly specified) | 12% | 7
COc1ccccc1NC(=O)C(C)OC(=O)CCNS(=O)(=O)c1ccc(C)c(C)c1 (stereo unspecified) | u | x

Laid out differently: results already given.
| structure | S3 lipid droplet | S3 lipid droplet cell count max |
| --- | --- | --- |
| Cc1ccc(NC(=O)c2cnn(-c3ccccc3)c2C)cc1C | 21% | 4 |
| COc1ccc(/C=C(\NC(=O)c2ccc([N+](=O)[O-])cc2)C(=O)NCCCN2CCOCC2)cc1 | i | 24 |
| Cc1ccc(C)c(S(=O)(=O)NNC(=O)Nc2ccccc2Cl)c1 | u | x |
| Cc1ccc(N(C(=O)c2cc3ccccc3oc2=O)C2C=CS(=O)(=O)C2)cc1 (stereo unspecified) | -5% | 1 |

Next structures follow.
SMILES | S3 lipid droplet | S3 lipid droplet cell count max
N#Cc1cccc(C#N)c1N1CCC(C#N)CC1 | -14% | 2
O=C(CNCC1CCCCC1)Nc1ccc(OC(F)(F)F)cc1 | u | x
Cc1cc(N2CCC(C(=O)NC3CCCCC3)CC2)nc(-c2ccccc2)n1 | u | x
NS(=O)(=O)c1ccc(CCNC(=O)C2CCCN2C(=O)OCc2ccccc2)cc1 (stereo unspecified) | 10% | 4
CCn1c(N2CCN(CC(=O)c3ccc(OC)cc3)CC2)nc2ccccc21 | 14% | 7
CC(C)[C@H](NC(=O)[C@@H]1Cc2ccccc2CN1C(=O)OC(C)(C)C)C(=O)NCC1CCC(C(=O)O)CC1 (stereo partly specified) | 5% | -2
CCc1cc(=O)n2[nH]c(C)c(-c3ccc(OC)cc3)c2n1 | u | x
COc1cc(NC(=O)CSc2nc(C)c(C)c(C)n2)cc(OC)c1 | u | x
CC1CCCCN1C(=O)c1cc(-c2ccc3c(c2)OCO3)on1 (stereo unspecified) | -7% | 12
O=C(c1ccc(NS(=O)(=O)c2ccc3c(c2)OCCO3)cc1)N1CCCCC1 | u | x
Cc1ccccc1S(=O)(=O)Cc1ccc(C(=O)NCCCOC(C)C)o1 | u | x
COc1ccc(-n2c(=S)[nH]c3cc(C(=O)NCCCN4CCOCC4)ccc3c2=O)cc1OC | u | x
CN(CC(=O)Nc1cccc(F)c1)C(=O)CN1C(=O)C2CC=CCC2C1=O (stereo unspecified) | u | x
CC(C)(C)OC(=O)CNC(=O)c1nc[nH]c1C(=O)N1CCN(C(=O)OC(C)(C)C)CC1 | u | x
CC(=O)Nc1ccc2nc(SCC(=O)Nc3ccc(N4CCOCC4)c(Cl)c3)sc2c1 | u | x

Compound profiles, from the list above.
Results for `CC1CCCCN1C(=O)c1cc(-c2ccc3c(c2)OCO3)on1` (stereo unspecified) : S3 lipid droplet = -7%; S3 lipid droplet cell count max = 12
Results for `CCc1cc(=O)n2[nH]c(C)c(-c3ccc(OC)cc3)c2n1` : S3 lipid droplet = u; S3 lipid droplet cell count max = x
Results for `NS(=O)(=O)c1ccc(CCNC(=O)C2CCCN2C(=O)OCc2ccccc2)cc1` (stereo unspecified) : S3 lipid droplet = 10%; S3 lipid droplet cell count max = 4

(next part)
SMILES | S3 lipid droplet | S3 lipid droplet cell count max
Cc1c(CCO)c(=O)n(-c2ccccc2)n1S(=O)(=O)c1ccc(Cl)cc1 | i | -4
COc1cccc(C2C3=C(Nc4[nH]n(-c5ccccc5)c(=O)c42)c2ccccc2C3=O)c1 (stereo unspecified) | 14% | 5
O=C(NC1CCCCC1)C(c1ccco1)N(Cc1cccnc1)C(=O)C1COc2ccccc2O1 (stereo unspecified) | u | x
COc1cc2c(cc1NC(=O)COC(=O)Cn1cnc3ccccc31)oc1ccccc12 | 13% | x

Three compounds drawn at random from those above:
SMILES | S3 lipid droplet | S3 lipid droplet cell count max
Cc1c(CCO)c(=O)n(-c2ccccc2)n1S(=O)(=O)c1ccc(Cl)cc1 | i | -4
O=C(NC1CCCCC1)C(c1ccco1)N(Cc1cccnc1)C(=O)C1COc2ccccc2O1 (stereo unspecified) | u | x
COc1cccc(C2C3=C(Nc4[nH]n(-c5ccccc5)c(=O)c42)c2ccccc2C3=O)c1 (stereo unspecified) | 14% | 5
